G6PDH counter: counter-screen for G6PDH assay hits: L. mesenteroides G6PDH inhibition; Purified L. mesenteroides G6PDH, diaphorase/resazurin coupled fluorescence, 45 min; inhibition, % at 5 µM; hit rate 0.12% among 200,000; AID 1020; in the data active = inhibition above about 50%
Diaphorase act: activates diaphorase or chemically reduces, flagging diaphorase assay artifacts; Diaphorase/resazurin coupled assay, resorufin fluorescence, 16 min; stronger effect = higher value; 1 = vehicle wells, 0 = NADH-free wells; activation factor at 20 µM; hit rate 0.005% among 190,000; AID 1229;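 active = diaphorase activity raised at least twofold by the compound at 20 µM; inactive = activation factor below 2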
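Assay system: bacterial diaphorase enzyme (C. kluyveri) / Input: enzyme 0.07 U/mL final / Medium: 50 mM HEPES pH 7.4 with 4.542 mM MgCl2, 0.005% Tween 20 / Doses: single compound dose of 20 µM, 1% DMSO final / Incubation: 16 min enzyme reaction, ambient temperature / Signal: fluorescence, excitation 544 nm and emission 590 nm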
TNAP inh hi DEA: TNAP (human) inhibition, high acceptor | hit rate 0.03% among 200,000 | inhibition, % at 20 µM | AID 1135 | P05186 | purified TNAP, CDP-star luminescence, 1 M DEA;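 active = over 50% inhibition of tissue-nonspecific alkaline phosphatase at 20 µM in the single-dose screen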;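 note: plate controls were DMSO wells for no effect and EDTA-quenched wells as full inhibition for full effect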
Target sequence (P05186 whole entry, looked up): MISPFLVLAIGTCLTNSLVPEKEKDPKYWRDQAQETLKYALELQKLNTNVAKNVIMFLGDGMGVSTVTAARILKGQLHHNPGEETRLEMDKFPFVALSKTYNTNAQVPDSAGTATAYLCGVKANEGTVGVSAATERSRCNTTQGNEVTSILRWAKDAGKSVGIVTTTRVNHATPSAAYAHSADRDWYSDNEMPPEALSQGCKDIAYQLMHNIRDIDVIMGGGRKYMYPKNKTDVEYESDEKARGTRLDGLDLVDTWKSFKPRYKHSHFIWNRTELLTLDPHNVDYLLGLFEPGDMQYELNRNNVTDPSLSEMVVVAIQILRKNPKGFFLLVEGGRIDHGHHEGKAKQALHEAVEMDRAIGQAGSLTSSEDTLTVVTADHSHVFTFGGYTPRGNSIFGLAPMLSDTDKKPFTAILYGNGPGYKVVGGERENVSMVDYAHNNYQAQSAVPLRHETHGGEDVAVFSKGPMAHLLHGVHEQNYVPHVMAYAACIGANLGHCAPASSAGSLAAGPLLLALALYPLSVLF
FLuc act counter: affects firefly luciferase, flagging false hits in luciferase stimulation screens. P08659. ATPlite luciferase biochemical, luminescence, 10 min; 0 = ATP-free wells, 1 = DMSO control. activation factor at 10 µM. 200,000 tested, under 10 active. AID 1027;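 active = luciferase activation factor, scaled between plate controls, of at least 2 with compound at 10 µM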
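Assay system – cell-free luciferase reagent · Medium – PBS-based ATP solution · Dosing – test compounds dosed from 2 mM stocks in 100% DMSO · Timing – 10 min, room temperature · Technique – light output (luminescence) · Measure – luminescence gain marking luciferase activators · Controls – No-ATP low control, compound-free enzyme-plus-ATP high control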
TNAP inh no acc: TNAP (human) inhibition, acceptor-free conditions; hit rate 0.26% among 200,000; purified TNAP, CDP-star luminescence, 30 min; AID 1012; inhibition, % at 20 µM;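 active = tissue-nonspecific alkaline phosphatase inhibition above about 50% at 20 µM in the single-dose screen, limit read from the data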;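 note: 0% = DMSO negative control and 100% = EDTA positive control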
TNAP act hi DEA: increases human TNAP activity under high phosphate acceptor concentration; activation factor at 20 µM; 200,000 tested, under 10 active; AID 1136; purified TNAP, CDP-star luminescence, 1 M DEA, 30 min; stronger effect = higher value; 0 = EDTA background, 1 = DMSO-only activity; P05186;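 active = activation factor at least 2 at 20 µM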
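Test system – human TNAP · Doses – 20 µM single point · Incubation – 30 min, room temperature · Signal – luminescent substrate turnover signal · Read-out basis – activation factor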
Diaph inh CS: diaphorase inhibition or chemical oxidation counter-screen. hit rate 0.69% among 190,000. diaphorase resazurin-to-resorufin fluorescence, NADH, 16 min; bacterial (C. kluyveri) enzyme, not human. inhibition, % at 20 µM;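 active = primary screen inhibition at 20 µM above a set limit, cut at about 50% in these data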;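 note: plate controls were DMSO with full reaction for no effect and wells lacking NADH for full effect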
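System: Bacterial diaphorase enzyme (C. kluyveri) | Incubation: 16-min room-temperature incubation before reading | Benchmarks: No-NADH positive control and DMSO neutral control | Measured by: Resorufin fluorescence 544/590 nm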
PMI act satM6P: increases human PMI activity with near-saturating mannose 6-phosphate; hit rate 0.34% among 190,000; coupled PMI enzyme assay, resazurin fluorescence, 20 min; stronger effect = higher value; 1 = untreated enzyme, 0 = substrate-free blank; P34949; AID 1216; activation factor at 20 µM;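 active = activation factor of 2 or more at 20 µM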
Target sequence (P34949 whole entry, looked up): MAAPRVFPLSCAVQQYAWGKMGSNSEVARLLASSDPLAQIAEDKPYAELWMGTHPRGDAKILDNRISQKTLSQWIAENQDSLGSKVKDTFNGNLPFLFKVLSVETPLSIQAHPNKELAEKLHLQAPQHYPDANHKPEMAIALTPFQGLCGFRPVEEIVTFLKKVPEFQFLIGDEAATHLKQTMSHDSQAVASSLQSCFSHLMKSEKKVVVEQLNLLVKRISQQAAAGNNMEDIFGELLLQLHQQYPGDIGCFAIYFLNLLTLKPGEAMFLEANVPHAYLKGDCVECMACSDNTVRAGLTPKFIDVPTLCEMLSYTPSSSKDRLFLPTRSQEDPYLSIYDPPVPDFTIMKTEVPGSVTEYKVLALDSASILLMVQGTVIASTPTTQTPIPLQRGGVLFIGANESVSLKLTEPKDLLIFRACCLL
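assay system = human phosphomannose isomerase with PGI, G6PDH, diaphorase coupling enzymes | quantity = 15 ng/mL PMI | incubation = enzyme reaction with compound 20 min at room temperature | medium = HEPES pH 7.4 buffer with MgCl2 and Tween-20 | compound dosing = one concentration, 20 µM, in 1% DMSO | measured by = Diaphorase-driven resazurin-to-resorufin fluorescence, excitation 544, emission 590 nm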
PMI act: phosphomannose isomerase (human) activation | P34949 | purified human PMI, coupled resazurin fluorescence, 20 min; stronger effect = higher value; 1 = vehicle control, 0 substrate-free wells | activation factor at 20 µM | hit rate 0.005% among 190,000 | AID 1214;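 active = activation factor of 2 or more at 20 µM, relative to plate controls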
HMGR II inh: blocks class II HMG-CoA reductase of Enterococcus faecalis. purified E. faecalis HMGR, NADPH absorbance 340 nm kinetic. inhibition, % at 10 µM. hit rate 0.41% among 190,000. AID 1066;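 active = inhibition above a set limit, the median over all tested compounds plus 3 SD, cut at about 9.5% in these data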;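 note: enzyme runs in reverse so mevalonate oxidation gives rising NADPH absorbance; 0% = complete reaction with DMSO and 100% = background rate lacking mevalonate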
* marks the source's active call; other numbers are inactive results.

SMILES	G6PDH counter	Diaphorase act	TNAP inh hi DEA	FLuc act counter	TNAP inh no acc	TNAP act hi DEA	Diaph inh CS	PMI act satM6P	PMI act	HMGR II inh
COC(=O)C(C(=O)Nc1cc(C)on1)C1CCCCCC1 (configuration not stated)	-2	0.9	-5	1	-15	1.1	8	1	1	-1
O=C(COC(=O)C12CC3CC(CC(C3)C1)C2)NCCCc1ccccc1	15	0.9	-2	1	-5	1	11	0.9	0.8	-1
Cc1cc(C)cc(C(=O)N2CC(C)SC2=Nc2cccc(S(=O)(=O)N(C)C)c2)c1 (configuration not stated)	-16	0.8	-5	1	-11	1	21	0.9	0.8	-5
COc1ccc(C(=O)CSC#N)cc1OC	2	1	-1	1.1	-32	1	4	1.1	1	5
Cc1cc(NC(=O)CSc2nc3ccsc3c(=O)n2NC(=O)c2ccccc2)no1	4	0.9	0	1	-6	1	13	0.9	1	2
COc1ccccc1C/C(N)=N/OC(=O)COc1ccc2ccccc2c1	-5	0.9	-4	1	-11	1	9	1	1	-1
O=C(Nc1cccc2c1CCCC2)c1cc([N+](=O)[O-])ccc1Cl	0	0.9	-4	1.1	-4	1	12	1	1	0
Cc1cccc(Cn2c(N(C)Cc3ccccc3)nc3c2c(=O)[nH]c(=O)n3C)c1	-6	0.8	-2	1	-9	1	15	0.8	0.8	-9
O=C(COc1ccc(Cl)cc1)N1CCCCC1	9	0.9	1	0.9	-2	1	10	0.9	0.8	0
CC(Oc1cccc(F)c1)c1ccnc2nc(/N=C/N(C)C)nn12 (configuration not stated)	8	1.1	-7	1	0	1.1	-14	1	1.2	-1
CN1/C(=C\C(=O)Nc2cccnc2)c2ccccc2CC1(C)C	1	0.9	-1	1	-8	1	8	1.4	1.4	1
O=C(Nc1cccc(N2C(=O)C3C4C=CC(C4)C3C2=O)c1)c1cccs1 (configuration not stated)	13	0.9	-5	1	-5	1.1	9	0.8	0.9	5
CCC(C)NC(=O)C1CCN(S(=O)(=O)N2CCC3(CC2)OCCO3)CC1 (configuration not stated)	2	1	2	1.1	14	1	2	1	1	-5
CCOC(=O)c1ccc(N2Cc3ccccc3C2=N)cc1	12	1.1	-6	1	13	1.1	-14	1.1	1.1	1
CC(=O)Nc1ccc(/C(C)=N/NC(=O)c2ccccc2Cl)cc1	8	0.8	1	1	-16	1	15	0.9	0.9	-2
COc1ccc(S(=O)(=O)N(CC(=O)N2CCN(c3ccccc3)CC2)c2ccccc2)cc1	1	0.9	-3	1.1	-3	1	14	0.9	0.8	-1
CN(Cc1ccccc1)S(=O)(=O)c1ccc(NS(=O)(=O)Cc2ccccc2)cc1	4	0.8	-4	1.1	-4	1	19	1	0.9	0
COc1ccc(Cn2nnnc2C(c2ccccc2)N2CCN(C3CCCC3)CC2)cc1 (configuration not stated)	14	0.9	-4	1	-4	1	7	1.1	1	-6
NC(=O)CN1CCCN(S(=O)(=O)c2ccc(Br)cc2)CC1	2	1	-2	1	-9	1	4	0.9	0.9	-4
CCCCNC(=O)N(c1c(N)n(Cc2ccccc2)c(=O)[nH]c1=O)C1CCCC1	2	0.8	-1	1	-5	1	15	0.9	1	-2
CC(=O)N1CCc2cc(S(=O)(=O)CCC(=O)NCc3cccs3)ccc21	4	0.8	-5	1	-7	1	15	0.9	0.8	1
CCOC(=O)CNC(=O)CSc1nnnn1-c1ccc(C)c(C)c1	5	0.7	-7	1	-13	1.1	26	0.9	1	2
CCCc1ccc(OC(=O)c2ccc(O)cc2Cl)cc1	-3	0.8	0	0.7	-8	1	16	0.9	0.9	4
O=C(COc1ccccc1Cl)Nc1cc(Cl)ccc1O	4	1	-3	1	-4	1	5	1	0.9	-9
Cc1cc(C)c(S(=O)(=O)N2CCOC2CNC(=O)C(=O)NCCc2c[nH]c3ccccc23)c(C)c1 (configuration not stated)	14	0.8	-5	1.1	-6	1.1	21	1	1	-3
Cc1ccc(S(=O)(=O)N(C)CC(=O)OCC(=O)NC(=O)Nc2ccc3c(c2)OCCO3)cc1	10	0.7	5	1	-4	0.9	26	0.9	0.9	-1
NC(=O)c1ccc(N=Cc2ccc([N+](=O)[O-])s2)cc1	11	0.9	-3	1.1	-19	1	9	0.9	1	-2
CC(=O)Nc1ccc2nc(C)n(Cc3ccc(Cl)cc3)c(=O)c2c1	3	1	-4	1	-6	1	0	1	1	0
Cc1ccc(-n2nnc3c(=O)n(Cc4cc(C)ccc4C)cnc32)cc1	2	1	-5	1	-8	1.1	-5	1.1	1.2	0
CC(C)C(=O)NC(=S)Nc1ccc(S(=O)(=O)N(C)C)cc1	10	0.9	0	1	-10	1	12	1	0.9	-2
O=C(NCCCN1CCOCC1)C(=O)NCc1ccccc1	8	0.9	-2	1.1	-7	1	6	1	1	1
CCN(CC)c1ccc2oc(=O)c(C)nc2c1	-11	0.4	3	1	22	1	62*	0.3	0.2	2
O=C(Cn1c(-c2ccccc2)c[n+]2ccsc12)c1ccccc1	4	1	-4	1	-10	1	4	1.1	1.2	-3
Cn1nnnc1SCC(=O)N1c2ccccc2CCc2ccccc21	-5	0.9	1	1	-5	1	9	0.9	0.9	-1
Cc1nnc(NC(=O)C2CCCN(c3ncccn3)C2)s1 (configuration not stated)	5	1	-6	1.1	-13	1.1	4	1	1.2	1
Cc1cc([N+](=O)[O-])nn1CC(=O)NCCCn1ccnc1	14	1	-1	1	2	1	2	1	0.9	-7
CCc1ccc(NC(=O)CSc2ccc(-c3ccco3)nn2)cc1	-1	0.9	-1	1	-13	1	14	1.1	1.1	-5
CCOC(=O)CSc1nc(C)cc(C)n1	3	0.9	-4	1.1	-11	1	12	1	1	-2
COc1ccc(N2C3=C(CC4=C2CCCC4=O)C(=O)CCC3)cc1	29	0.4	3	1.1	-16	1	64*	0.5	0.7	-1
CCCn1nc(C(=O)NCC(C)(C)N2CCOCC2)c2ccccc2c1=O	3	1	-8	1.1	-10	1.1	5	1.1	1.1	6
COc1ccccc1N1CCN(C(=O)c2cc(-c3ccc4c(c3)OCO4)on2)CC1	6	0.8	-2	0.9	-6	1	19	0.9	0.9	-6
Cc1cc(C)n2nc(SCC(=O)N(C)C)nc2n1	-4	0.9	-4	1.1	-4	1	12	1	1	-7
CCC/C=N/NC(=O)c1[nH]c2c([N+](=O)[O-])cccc2c1C	-14	0.9	6	1	-15	0.9	15	0.9	0.9	4
COc1ccc(CC(=O)Nc2ccc(-c3nnc(-c4ccc(C)cc4)o3)cc2)cc1	6	1.1	-2	1.1	-9	1	-12	1.1	1.1	1
CCOc1ccc(CSC2=NCCN2)cc1Cl	-3	0.9	0	1	-11	1	7	1.1	1	-4
COc1ccc(Cl)cc1C(=O)NNC(=O)c1cccc(S(=O)(=O)N(C)C)c1	-11	0.9	1	1	-11	1	6	1	0.8	-6
Cc1ccccc1-c1nc(CS(=O)(=O)CC(=O)N(C)C2CCCCC2)c(C)o1	-21	0.9	-4	1	-4	1	14	0.9	0.9	-4
COc1ccc(-c2csc(CCn3nc(C)cc3C)n2)cc1OC	4	0.9	-5	1	-15	1.1	14	1	1	-6
Fc1ccc(-c2nc3nc4ccccc4nc3n2Cc2ccco2)cc1	3	0.9	-4	1	-8	1	13	1	1	0
O=C(c1cccc(C(F)(F)F)c1)C1CCCN(Cc2cccn2-c2ccccn2)C1 (configuration not stated)	8	1.1	-2	1	-5	1	-5	1	1.1	-6

Fetched one by one from above, 2 records:
SMILES	G6PDH counter	Diaphorase act	TNAP inh hi DEA	FLuc act counter	TNAP inh no acc	TNAP act hi DEA	Diaph inh CS	PMI act satM6P	PMI act	HMGR II inh
COc1ccccc1C/C(N)=N/OC(=O)COc1ccc2ccccc2c1	-5	0.9	-4	1	-11	1	9	1	1	-1
CCC(C)NC(=O)C1CCN(S(=O)(=O)N2CCC3(CC2)OCCO3)CC1 (configuration not stated)	2	1	2	1.1	14	1	2	1	1	-5

The results go on:
SMILES	G6PDH counter	Diaphorase act	TNAP inh hi DEA	FLuc act counter	TNAP inh no acc	TNAP act hi DEA	Diaph inh CS	PMI act satM6P	PMI act	HMGR II inh
Cc1ccc(-c2nnc(N3CCCCC3)c3ccccc23)cc1S(=O)(=O)N(C)C	4	0.8	-3	1.1	-2	1	16	0.9	0.9	-5
COc1ccc(OC)c(C(=O)COC(=O)c2cc(C)oc2C)c1	7	0.9	-2	1.1	1	1	11	1.1	1.2	-4
COc1ccc(OC)c(-n2nnnc2SCC(=O)Nc2ccc(C(=O)N3CCCCC3)cc2)c1	1	0.9	3	1	-5	1	6	1	0.9	-4
O=C(Nc1ccon1)c1cc2c(s1)CCCCCC2	-21	0.9	-2	0.8	-2	1	12	0.9	0.9	0
C[C@@H]1NC(=O)c2cc([N+](=O)[O-])cc(I)c2NCCCC[C@@H](C(N)=O)NC(=O)[C@H](CCC(=O)O)NC1=O	13	0.8	-2	1	-7	1	19	1.1	1.2	-6
COc1ccc(CCc2nnc(CCC(=O)NCc3ccc4ncccc4c3)o2)cc1	9	0.9	-6	1.1	-11	1.1	7	1.1	1	-1
CCOc1ccc(S(=O)(=O)NCc2cccs2)cc1	19	0.9	-1	1	-2	1	9	0.9	0.9	0
O=C(Cc1cccs1)N/N=C\c1ccc(O)cc1	-1	0.9	-3	1	-10	1	7	1	1	0
COc1ccc(C(=O)C2CCCN(Cc3nc4ccccc4nc3C)C2)cc1OC (configuration not stated)	7	0.7	-6	1.1	-5	1.1	28	0.9	0.8	-7
COc1ccc(-c2c(N)n[nH]c2C)cc1OC	13	0.8	-6	1.1	-6	1.1	18	1.4	1.5	15*
Cc1ccc(-c2c3c([nH]c(=S)c2C#N)CCCC3)o1	20	0.5	-4	1	-3	1	51*	0.8	1	2
COc1ccc(N2CCN(C(=O)CNC(=O)Cn3c(C)cc4ccccc4c3=O)CC2)cc1	2	0.9	-5	1.1	-12	1	14	1	1	-7
COc1ccc(CN2CCN(S(=O)(=O)c3ccc(NC(C)=O)cc3)CC2)c(OC)c1OC	2	0.8	-6	1	-9	1.1	23	1	1	2
COc1ccccc1-n1c(SCC(=O)N2CCCCC2)nnc1-c1ccccc1O	5	0.8	-6	1	-7	1.1	16	0.9	1	6

An unsorted share of the library; overall some 1.7% were active at least once.
